# Assay outcomes deposited in PubChem BioAssay by National Center for Advancing Translational Sciences (NCATS).
# IL-1B inflam inh: qHTS for Inhibitors of Inflammasome Signaling: IL-1-beta AlphaLISA Primary Screen; actives 4.7% (n = 360,000); activity change, % at 57.5 µM; THP-1 LPS/ATP IL-1B secretion, AlphaLISA, 16 h; stronger effect = lower value; in the data active = activity change below about -50%; inconclusive = mostly about -30% to -49%; note: % is set by controls: 0 for no effect and ±100 for the full control effect
#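 THP-1 cells pretreated 1 hr with compounds (up to 57.5 uM final), then stimulated with LPS (250 ng/mL final) plus ATP (1.25 mM final); secreted IL-1B measured by AlphaLISA after 16 hr, decreased signal indicating inhibition.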
# HepG2 viability: qHTS for Inhibitors of TGF-b: Cytotox Counterscreen | actives 0.76% (n = 410,000) | AID 588856, 2011 | HepG2 CAGA-GFP viability, ATP luminescence, 18 h | Potency, µM (doses to about 46.1 µM), for the others: at the highest dose activity change, negative = cytotoxicity, actives largely listed as cytotoxic; note: potency is the fitted concentration of half-maximal effect; some results filed as inactive show a strong effect at the top dose
#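 CellTiter-Glo luminescence gave cytotoxicity after 18 hours at 37 degrees C. The cells were HepG2 CAGA-GFP in 1% FBS DMEM, stimulated with 500 pg/mL TGF-beta after compound addition. %Activity was normalised to no-cell wells (complete cell-killing) and DMSO (no toxicity), and curves were fitted and classified.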
# SW480 rerep: A quantitative high throughput screen for small molecules that induce DNA re-replication in SW480 colon adenocarcinoma cells; SW480 DNA re-replication, Hoechst DNA content imaging, 48 h; Potency, µM (titrated, usually from 46.1 µM), without a hit: top-dose re-replication activation, usual class: activators; actives 1.8% (n = 340,000); AID 624297, 2012; note: potency is the fitted concentration of half-maximal effect; % of control where 0% means no effect; nearly all actives have a fitted effect of over 55% in size
#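 250 cells/well; 23 nL cpd via pin tool; 48 hr, 37 C, 5% CO2; Hoechst 40 min; imager read of total nuclear intensity, ex 405/em 500-530 nm.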
# MCF10A rerep: A quantitative high throughput screen for small molecules that induce DNA re-replication in MCF 10a normal breast cells; MCF 10A DNA re-replication, Hoechst nuclear intensity, 48 h; Potency, µM (highest dose often 46.1 µM), inactives show top-dose activity, positive = re-replication, most hits filed as activators; actives 2.9% (n = 350,000); note: potency is the fitted concentration of half-maximal effect; % of control where 0% means no effect; nearly all actives have a fitted effect of over 50% in size
# KB-3-1 cytotox: qHTS assay for MDR1-selective chemotherapeutics: Primary screen using the parental adenocarcinoma cell KB-3-1 | actives 1.4% (n = 400,000) | Potency, µM (top dose mostly 46.1 µM), for inactives: at the highest dose activity change, negative = cytotoxic, most hits filed as cytotoxic | KB-3-1 viability, CellTiter-Glo ATP luminescence, 72 h | AID 1347075, 2019; note: potency is the fitted concentration of half-maximal effect; % is set by controls: 0 for no effect and ±100 for the full control effect; nearly all actives have a fitted effect of over 60% in size
#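 Cytotoxicity in the drug-sensitive parental line KB-3-1 was scored as loss of CellTiter-Glo luminescence following 72 h incubation with compound. Values come from curve fitting of normalized concentration-response data.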
# HT1080NT lethal: qHTS for induction of synthetic lethality in tumor cells producing 2HG: qHTS for the HT-1080-NT fibrosarcoma cell line | HT-1080-NT fibrosarcoma viability, CellTiter-Glo ATP luminescence, 48 h | Potency, µM (highest dose often 46.1 µM), inactives show top-dose activity, negative = less viability, hits mostly cytotoxic | actives 1.6% (n = 360,000);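 note: NT is the 2HG producing partner of a matched IDH1 knockdown line; potency is the fitted concentration of half-maximal effect; 0% = DMSO-treated cells and -100% = media-only wells without cells; nearly all actives have a fitted effect of over 55% in size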
#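 Compounds were tested in concentration-response format on HT-1080-NT cells for 48 hours at 37 degrees C. Cell viability came from CellTiter-Glo luminescence; curves were classified by r2, response magnitude and activity.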
# ATXN2 expr inh: Primary qHTS for Inhibitors of ATXN expression; HEK-293 ATXN2-luciferase reporter, luminescence, 24 h; Potency, µM (top dose mostly 57 µM), without a hit: top-dose activity change, negative = inhibition, actives largely listed as inhibitors; actives 0.72% (n = 360,000); AID 1745845, 2022; note: potency is the fitted concentration of half-maximal effect; % is set by controls: 0 for no effect and ±100 for the full control effect; nearly all actives have a fitted effect of over 55% in size
#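 qHTS (up to 57 uM final) was run with 24 h compound exposure of reporter cells at 37 °C. Each well was multiplexed: SteadyGlo luminescence measured ATXN2-luciferase expression after a fluorogenic Gly-Phe-AFC viability readout (25 uM final).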
# S2 tox: Viability Counterscreen for Primary qHTS for Inhibitors of ATXN expression; S2 cells (HEK-293 line with an ATXN2-luciferase reporter) viability, CellTiter-Fluor protease fluorescence, 24 h; Potency, µM (highest dose often 56.7 µM), most hits filed as cytotoxic; actives 0.49% (n = 400,000); note: potency is the fitted concentration of half-maximal effect; nearly all actives have a fitted effect of over 40% in size
# HT1080 IDH1KD tx: qHTS for induction of synthetic lethality in tumor cells producing 2HG: qHTS for the HT-1080-IDH1KD cell line. actives 2% (n = 360,000). Potency, µM (doses to about 46.1 µM), inactives show top-dose activity, negative = toxicity, usual class: cytotoxic. AID 686971, 2013. HT-1080 IDH1 knockdown viability, ATP luminescence, 48 h;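 note: potency is the fitted concentration of half-maximal effect; 0% = DMSO wells and -100% = cell-free medium wells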
#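 % activity derives from luminescence (CellTiter-Glo), normalised to DMSO and no-cell wells. HT-1080-IDH1KD cells, 750/well, had 48 h compound exposure at 37 °C.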
# * = called active by the depositor; i = inactive; ? = inconclusive; · = no result given; & = joins results of further samples; [ ] = dose if it differs, or a comment. Unless noted, calls come from the whole dose curve; as a rule, active = well fitted curve in the direction sought with a large enough effect; inconclusive = small, poorly fitted or top-dose-only effect, or another doubt; inactive = no such curve, though single readings can be large; an effect the other way counts as inactive or inconclusive.
SMILES	IL-1B inflam inh	HT1080NT lethal	ATXN2 expr inh	HepG2 viability	SW480 rerep	HT1080 IDH1KD tx	S2 tox	KB-3-1 cytotox	MCF10A rerep
O=C(Cn1ncc2c(=O)oc3ccccc3c21)NC1CC1	15	-5%	2%	-8%	-6%	-1%	i	5%	?
Cc1ccc(Cl)cc1N1CCN(S(=O)(=O)c2c(C)[nH]c(C)c2C(=O)N2CCCC2)CC1	-15	-6%	-20%	-66%	-6%	-18%	i	-15%	9%
O=C(Nc1ccc(-c2nc3ccccc3[nH]2)cc1)c1cccc(N2C(=O)CCC2=O)c1	21	0%	3%	6%	-1%	2%	i	23%	-2%
COc1ccc([C@H]2[C@H](C(C)=O)N3N=Cc4ccccc4C3C23C(=O)OC(C)(C)OC3=O)cc1 (some centres not stated)	29	6%	-15%	-28%	-7%	1%	i	12%	2%
COc1cccc(NC(=O)N2C3CCCC2CC(NC(C)=O)C3)c1 (configuration not stated)	0	3%	-2%	8%	?	5%	i	22%	0%
CN(C)CCN(C(=O)C1CCN(S(=O)(=O)c2cccs2)CC1)c1nc2ccccc2s1	-19	5%	25%	5%	-284%[inhibitor]	-6%	i	0%	0%
Cc1ccc(C(C)NC(=O)COC(=O)C2=COCCO2)cc1C (configuration not stated)	7	-1%	·	-3%	4%	11%	?	6%	5%
c1ccc(COc2ccc(CNCc3cccnc3)cc2)cc1	-63*	-20%	8%	-35%	-3%	-3%	?	-15%	-37%[inhibitor]
C/C(=N\O)c1ncc(C(F)(F)F)cc1Cl	-13	-2%	-15%	8%	3%	5%	i	-1%	7%
CCc1ccc2oc(-c3ccc(N)cc3)nc2c1	-5	-25%	?	-38%	2%	5%	i	-24%	?
COc1ccc(NS(=O)(=O)c2ccc(O)c(NC(=O)c3ccc(S(=O)(=O)N4CCCCCC4)cc3)c2)cc1	3	?	-8%	-25%	-2%	?	?	-7%	?
CCN1CCN(c2ccc(N3CCN(S(=O)(=O)c4ccc(C)c([N+](=O)[O-])c4)CC3)nn2)CC1	-11	-3%	-10%	-19%	12%	0%	i	-9%	?
COCCNC(=O)C(=O)Nc1ccc(Cl)cc1C	-22	0%	23%	14%	?	-10%	i	-5%	-15%
COc1ccc(NC(=O)CSc2nc3ccccc3c(=O)n2CCC(=O)NC2CCCCC2)c(OC)c1	·	·	-8%	1%	·	·	i	16%	·
O=c1nc(N2CCCC2)nc(Nc2ccccc2)[nH]1	-5	4%	5%	28%	-10%	14%	?	16%	10%
Cc1ccc(N2Cc3ccccc3C2=S)cc1	?	-1%	24%	4%	-6%	0%	i	3%	1%
COc1ccc(CCNc2ccc([N+](=O)[O-])cn2)cc1	-24	-12%	164%[activator]	-33%	?	-1%	i	-10%	?
COc1ccc(CCNC(=O)CSc2nnc3c(n2)[nH]c2ccc(F)cc23)cc1OC	4	6%	3%	-4%	-10%	-1%	i	?	-21%
O=c1c2ccccc2nc(/C=C/c2ccc(Br)cc2)n1CCO	-83*	-29%	-12%	20%	15%	?	i	0%	?
CCCc1nc(SCC(=O)N2c3ccccc3CC2C)c2c(C)c(C)sc2n1 (configuration not stated)	?	-4%	53%[activator]	4%	?	?	i	-8%	12%
Cc1cccc(N(C)C(=S)Oc2ccc3ccccc3c2)c1	23	-7%	5%&22%&1%	-29%	19%	-26%	i	-1%	11%
Cc1sc2ncnc(OCC(=O)Nc3ccc4c(c3)OCCO4)c2c1C	18	5%	8%	14%	-2%	20%	i	9%	-5%
Cc1ccccc1OCC(=O)OCC(=O)NC1CC1	0	10%	5%	0%	-4%	16%	i	-8%	0%
O=C(c1ccc(Cl)c(S(=O)(=O)Nc2ccccc2C(=O)N2CCc3ccccc3C2)c1)N1CCc2ccccc2C1	7	-1%	-10%	-2%	-7%	-9%	i	-4%	?
CCc1ccc(S(=O)(=O)NCc2cn3cccc(C)c3n2)s1	40	-7%	-4%	2%	-7%	0%	i	-20%	0%
C=C(C)COc1ccc(-c2[nH]ncc2Oc2ccc(OC)cc2)c(O)c1	-14	?	5%	-96%	19%	?	i	?	?

# Entries from the list above with four or more nitrogen atoms (seven):
SMILES	IL-1B inflam inh	HT1080NT lethal	ATXN2 expr inh	HepG2 viability	SW480 rerep	HT1080 IDH1KD tx	S2 tox	KB-3-1 cytotox	MCF10A rerep
Cc1ccc(Cl)cc1N1CCN(S(=O)(=O)c2c(C)[nH]c(C)c2C(=O)N2CCCC2)CC1	-15	-6%	-20%	-66%	-6%	-18%	i	-15%	9%
O=C(Nc1ccc(-c2nc3ccccc3[nH]2)cc1)c1cccc(N2C(=O)CCC2=O)c1	21	0%	3%	6%	-1%	2%	i	23%	-2%
CN(C)CCN(C(=O)C1CCN(S(=O)(=O)c2cccs2)CC1)c1nc2ccccc2s1	-19	5%	25%	5%	-284%[inhibitor]	-6%	i	0%	0%
CCN1CCN(c2ccc(N3CCN(S(=O)(=O)c4ccc(C)c([N+](=O)[O-])c4)CC3)nn2)CC1	-11	-3%	-10%	-19%	12%	0%	i	-9%	?
COc1ccc(NC(=O)CSc2nc3ccccc3c(=O)n2CCC(=O)NC2CCCCC2)c(OC)c1	·	·	-8%	1%	·	·	i	16%	·
O=c1nc(N2CCCC2)nc(Nc2ccccc2)[nH]1	-5	4%	5%	28%	-10%	14%	?	16%	10%
COc1ccc(CCNC(=O)CSc2nnc3c(n2)[nH]c2ccc(F)cc23)cc1OC	4	6%	3%	-4%	-10%	-1%	i	?	-21%

# Looked up by structure from the list above (2):
SMILES	IL-1B inflam inh	HT1080NT lethal	ATXN2 expr inh	HepG2 viability	SW480 rerep	HT1080 IDH1KD tx	S2 tox	KB-3-1 cytotox	MCF10A rerep
COc1cccc(NC(=O)N2C3CCCC2CC(NC(C)=O)C3)c1 (configuration not stated)	0	3%	-2%	8%	?	5%	i	22%	0%
Cc1ccc(N2Cc3ccccc3C2=S)cc1	?	-1%	24%	4%	-6%	0%	i	3%	1%
